Assay outcomes (PubChem BioAssay)
ALOX12 inh: ALOX12 (human) lipoxygenase inhibition | purified 12hLO, xylenol orange hydroperoxide absorbance | Potency, µM (highest dose often 108 µM), without a hit: at the top dose activity change, negative = inhibition, actives largely listed as inhibitors | 580,000 compounds, 1.1% hits | AID 1671190; note: % is set by controls: 0 for no effect and ±100 for the full control effect
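Purified human 12hLO at 150 nM in 25 mM Hepes, 0.01% Triton X-100, pH 7.0, preincubated 15 min at room temperature with compound. Reaction started with 40 uM arachidonic acid, 30 min at room temperature. Hydroperoxide measured by Fe-xylenol orange, 573/405 nm absorbance ratio.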
Vif-APOBEC3G blk: blocks the Vif interaction with human APOBEC3G | 410,000 compounds, 0.076% hits | Potency, µM (highest dose often 46.1 µM), without a hit: top-dose activity, negative = active, hits mostly inhibitors | HeLa A3G-eYFP + Vif (tagged APOBEC3G with the HIV-1 protein that degrades it), YFP fluorescence, overnight | Q9HC16;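 note: % is set by controls: 0 for no effect and ±100 for the full control effect; nearly all actives have a fitted effect of over 60% in size; hits raise eYFP signal because A3G escapes Vif-driven loss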
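Read-out is eYFP fluorescence (Ex 488/Em 500-530) from Vif-expressing HeLa A3G-eYFP cells; more signal means A3G escaped Vif-mediated degradation. Cells plated overnight, compound pinned in, incubated overnight at 37 deg C.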
Vif-APOBEC3F blk: Vif-A3F binding inhibition; Potency, µM (series often up to 46.1 µM), inactives show at the top dose activity, negative = active; 390,000 compounds, 0.2% hits; HeLa A3F-eYFP + Vif (tagged APOBEC3F with the HIV-1 protein that degrades it), YFP fluorescence increase; note: % of control where 0% means no effect; nearly all actives have a fitted effect of over 65% in size
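HeLa cells stably expressing Vif plus C-terminally eYFP-tagged A3F were seeded, incubated overnight at 37 deg C, dosed with compound, incubated overnight again at 37 deg C. Yellow fluorescence (Ex 488/Em 500-530) reported blocked Vif-mediated A3F-eYFP degradation.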
RGS4 inh: human RGS4 inhibition | P49798 | Transcreener GDP fluorescence polarization, RGS4-accelerated GTP hydrolysis | Potency, µM (top dose mostly 114 µM), for inactives: top-dose activity change, negative = inhibition, hits mostly inhibitors | 390,000 compounds, 0.039% hits | AID 504845; note: % is set by controls: 0 for no effect and ±100 for the full control effect; nearly all actives have a fitted effect of over 75% in size; some results filed as inactive show a strong effect at the top dose
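MLSMR compounds (23 nl, pin-transferred) preincubated 10 min at room temperature with a 500nM (2x) first reagent, then RGS4 at 900nM (2x) plus Transcreener GDP mix added; fluorescence polarization (620/688 nm) read before and after 90 min at 30 °C.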
TrxR1 substrate: is turned over as a substrate by rat TrxR1; Potency, µM (series often up to 114 µM), inactives show top-dose activity change, negative = substrate turnover; AID 588456; O89049; 390,000 compounds, 0.01% hits; purified TrxR1 substrate turnover, NADPH consumption readout; note: % is set by controls: 0 for no effect and ±100 for the full control effect; nearly all actives have a fitted effect of over 50% in size
Target sequence (O89049 whole entry, looked up): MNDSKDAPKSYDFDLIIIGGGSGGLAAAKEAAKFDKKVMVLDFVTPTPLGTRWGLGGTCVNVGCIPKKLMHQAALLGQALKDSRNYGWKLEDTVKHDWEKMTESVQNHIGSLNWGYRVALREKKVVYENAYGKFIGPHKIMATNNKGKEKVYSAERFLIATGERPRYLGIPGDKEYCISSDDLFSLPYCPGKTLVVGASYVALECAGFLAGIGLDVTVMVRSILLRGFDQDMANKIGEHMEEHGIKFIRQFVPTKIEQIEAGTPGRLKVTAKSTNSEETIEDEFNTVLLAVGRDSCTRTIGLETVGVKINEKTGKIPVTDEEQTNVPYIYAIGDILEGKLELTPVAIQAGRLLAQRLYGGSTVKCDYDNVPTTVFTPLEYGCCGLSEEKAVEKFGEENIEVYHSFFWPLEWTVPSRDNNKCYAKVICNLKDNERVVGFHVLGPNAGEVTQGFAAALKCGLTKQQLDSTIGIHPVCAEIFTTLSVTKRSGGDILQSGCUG
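Rat TrxR1, dispensed at 90 nM, was prereduced with 400 uM NADPH (final) for 5 min at ~22 deg C, then incubated with compound 15 min before 400 uM selenite. A first-read NADPH fluorescence drop versus no-compound background flagged substrates.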
RXFP1 agonist: RXFP1 (human) receptor agonism; Q9HBX9; HEK293T-RXFP1 cAMP TR-FRET, 30 min; response scale: percent of porcine relaxin response, buffer zero; Potency, µM (top dose mostly 57.5 µM), for the others: at the top dose activation, hits mostly activators; 370,000 compounds, 0.3% hits; note: % is set by controls: 0 for no effect and ±100 for the full control effect; nearly all actives have a fitted effect of over 60% in size; many of its hits are not listed in these tables
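HEK293T cells stably expressing RXFP1 were pretreated with the PDE4 inhibitor Ro 20174, exposed to compounds for 30 min at 37C, lysed, and cAMP was read by TR-FRET. Data normalized to buffer (basal) and 29 nM porcine relaxin (100%).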
rTrxR1 inhibitor: inhibitors of rat thioredoxin reductase 1 | 390,000 compounds, 1% hits | AID 588453 | O89049 | Potency, µM (top dose mostly 114 µM), for the others: at the highest dose activity change, negative = inhibition, most hits filed as inhibitors | recombinant rTrxR1, NADPH fluorescence consumption, selenite substrate; note: % is set by controls: 0 for no effect and ±100 for the full control effect; nearly all actives have a fitted effect of over 65% in size
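Rat TrxR1 (90 nM in the dispensed reagent) was pre-reduced with 400 uM NADPH for 5 min at room temperature, then incubated with compound for 15 min. After 400 uM selenite was added, NADPH fluorescence (Ex 340/Em 450 nm) was followed for 8 min.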
USP1-UAF1 inh: blocks the human USP1/UAF1 deubiquitinase complex | O94782 | recombinant USP1/UAF1, Ub-Rhodamine cleavage fluorescence | Potency, µM (doses to about 57.1 µM), for the others: at the top dose activity change, negative = inhibition, most hits filed as inhibitors | 390,000 compounds, 0.23% hits; note: % is set by controls: 0 for no effect and ±100 for the full control effect; nearly all actives have a fitted effect of over 60% in size; inactives centre near -12
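1 nM enzyme complex + cpd, 15 min RT; start with Ub-Rho 150nM final; kinetic fluorescence ex 480/em 540, 6 reads q60 s. Buffer 50mM HEPES pH 7.8, 0.5mM EDTA, 0.1 mg/ml BSA, 1mM TCEP, 0.01% Tween-20.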
IDH1 R132H inh: human IDH1 R132H inhibition | Potency, µM (doses to about 76.6 µM), without a hit: at the highest dose activity change, negative = inhibition, usual class: inhibitors | IDH1-R132H enzyme, NADPH consumption, diaphorase/resazurin fluorescence | 390,000 compounds, 0.093% hits | O75874 | AID 602179; note: % is set by controls: 0 for no effect and ±100 for the full control effect; nearly all actives have a fitted effect of over 65% in size
Target sequence (O75874 whole entry R132H, stated change not applied): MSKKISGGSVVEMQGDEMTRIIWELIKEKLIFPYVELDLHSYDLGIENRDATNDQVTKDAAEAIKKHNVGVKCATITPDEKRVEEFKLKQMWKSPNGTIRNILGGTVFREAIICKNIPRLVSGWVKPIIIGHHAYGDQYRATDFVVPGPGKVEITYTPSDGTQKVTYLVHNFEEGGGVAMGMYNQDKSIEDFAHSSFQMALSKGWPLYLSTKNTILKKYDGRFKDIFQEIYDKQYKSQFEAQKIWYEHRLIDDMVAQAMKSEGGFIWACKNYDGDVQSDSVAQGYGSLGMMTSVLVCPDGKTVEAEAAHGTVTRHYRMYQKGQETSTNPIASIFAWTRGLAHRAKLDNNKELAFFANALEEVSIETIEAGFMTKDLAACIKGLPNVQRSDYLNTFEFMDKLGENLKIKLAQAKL
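IDH1-R132H (0.5 ug/mL) preincubated 30 min with compound, then NADPH (0.016 mM) and alpha-KG (2 mM) added; 80 min at RT, pH 7.5. Remaining NADPH coupled via diaphorase/resazurin to fluorescence (540/590 nm); concentration-response curves normalized to no-enzyme control.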
Numbers without * were called inactive; u = inconclusive; x = no result given; & = joins results of further samples; [ ] = another dose, or the depositor's remark. Calls come from the whole dose curve; as a rule, active = well fitted curve in the direction sought with a large enough effect; inconclusive = small, poorly fitted or top-dose-only effect, or another doubt; inactive = no such curve, though single readings can be large; an effect the other way counts as inactive or inconclusive. Potency is the fitted concentration of half-maximal effect. These rows are one share of the data; rates above refer to the full screens.

SMILES	ALOX12 inh	Vif-APOBEC3G blk	Vif-APOBEC3F blk	RGS4 inh	TrxR1 substrate	RXFP1 agonist	rTrxR1 inhibitor	USP1-UAF1 inh	IDH1 R132H inh
CC1=NN(c2nc(-c3ccc(C)cc3)cs2)C(=O)C1N=Nc1ccc2ccccc2c1 (stereo not given)	0.0%	0.8%	x	-11.9%	-5.2%	0.4%	-17.2%	-23.6%	1.8%
O=[N+]([O-])c1ccc(NCc2ccccn2)nc1	1.5%	5.0%	-5.9%	-10.9%	-7.2%	2.0%	-17.4%	-9.6%	0.0%
CC12CCC(C(=O)N3CCC(Cc4ccccc4)CC3)(C(=O)C1=O)C2(C)C (stereo not given)	-7.1%	-5.4%	-2.8%	-3.2%	-15.4%	2.4%	u	-11.8%	-2.3%
CCc1c(C)sc2c1CCN(C(=O)Nc1ccccc1Cl)C2c1ccc(OC)cc1 (stereo not given)	-13.0%	0.3%	4.4%	3.3%	2.0%[57.1 µM]	1.1%	15.3%[57.1 µM]	u	0.0%
CC1CCN(S(=O)(=O)c2ccc3c(c2)N(CC(=O)N(C)Cc2ccco2)C(=O)CO3)CC1	-0.8%	-1.5%	-2.6%	-18.4%	-0.8%	1.1%	18.7%	-20.9%	2.1%
O=c1c2ccccc2nc(SCc2nnc(-c3ccccc3)o2)n1-c1ccccc1	12.0%	0.0%	-3.9%	13.5%	5.4%	3.5%	24.9%	-3.7%	0.2%
O=C1c2ccccc2C(=O)C1(c1ccccc1)N1CCN(c2cccc(C(F)(F)F)c2)CC1	-13.0%	-2.8%	-7.9%	-5.6%	-8.3%	0.3%	9.7%	-25.8%	0.0%
CCN1C(=O)C(CC(=O)Nc2ccc(F)cc2)N(Cc2ccco2)C1=S (stereo not given)	u	2.5%	-3.4%	5.5%	3.9%[57.1 µM]	0.9%	-0.1%[57.1 µM]	-8.5%	0.0%
CSCCC(=O)NC1CCCN(CCc2ccccc2)C1 (stereo not given)	u	3.4%	-7.0%	-9.1%	-1.4%	-3.2%	6.8%[57.1 µM]	-14.2%	6.0%
Cc1cc(C)c(C(=O)CN2C(=O)C(=O)N(C3CCCC3)C2=O)cc1C	-18.2%	0.0%	-14.4%	-0.7%	6.4%	-1.7%	21.3%	-25.0%	10.2%
S=c1[nH]nc(-c2cccc3ccccc23)n1-c1cccnc1	u	0.2%	-3.0%	-4.1%	4.8%[57.1 µM]	0.2%	4.0%[57.1 µM]	6.0%	4.8%
O=C(C1CCCCC1)N1CCc2[nH]c3ccc(F)cc3c2C1	0.0%	3.6%	-4.6%	-5.6%	5.9%	0.4%	14.0%	-11.4%	2.7%
Cc1ccc(C(C)C)c(OCC(=O)NNC(=O)Nc2ccccc2)c1	185.0%[activator]	0.1%	16.1%	8.5%	-9.1%	x	13.1%[11.4 µM]	5.3%	-2.6%
Cc1sc2nc(CSCC(=O)Nc3ccccc3C#N)[nH]c(=O)c2c1C	-9.6%	-2.9%	12.6µM*	-28.2%	-4.4%	0.0%	4.4%	5.8%	4.5%
Cc1ccnc(NC(=O)c2ccc(S(=O)(=O)N3CCCCC3)cc2)c1	5.3%	-3.9%	-1.5%	9.9%	0.3%	0.7%	6.7%	-15.4%	-9.6%

Copied from the list.
Cc1sc2nc(CSCC(=O)Nc3ccccc3C#N)[nH]c(=O)c2c1C in USP1-UAF1 inh has 5.8%
CCN1C(=O)C(CC(=O)Nc2ccc(F)cc2)N(Cc2ccco2)C1=S (stereo not given) in RXFP1 agonist has 0.9%

(further entries)
SMILES	ALOX12 inh	Vif-APOBEC3G blk	Vif-APOBEC3F blk	RGS4 inh	TrxR1 substrate	RXFP1 agonist	rTrxR1 inhibitor	USP1-UAF1 inh	IDH1 R132H inh
Cc1nc2c(C(=O)N3CCCC3)cnn2c(C)c1Cc1c(F)cccc1Cl	0.3%	1.3%	-7.5%	23.3%	28.9%	-0.1%	37.1%[activator]	5.3%	1.1%
Cc1cc(C)[n+]2[nH]c(N)c(N=Nc3ccccc3)c2n1	u	-10.9%	-1.3%	-20.2%	-11.6%	-1.2%	19.9%[57.1 µM]	-10.5%	10.6%
Cc1c(Cl)cccc1NC(=O)C1Cc2ccccc2CN1C(=O)c1ccccc1 (stereo not given)	9.0%	-7.6%	-1.9%	-36.4%	2.4%	0.2%	4.7%	-8.4%	20.7%
CCOC(=O)c1c(C)[nH]c(C(=O)OCc2ccc(F)cc2)c1C	478.9%[activator]	-7.3%	-5.5%	-8.2%	6.7%	-0.1%	23.2%	-27.7%	-3.0%
Cc1ccc(C)c(S(=O)(=O)Nc2ccc(C(N)=O)cc2)c1	-16.6%	1.7%	11.7%	7.3%	-5.4%	1.1%	6.5%	-5.9%	0.1%
COc1ccccc1NC(=S)N(Cc1ccccc1)Cc1ccccn1	-5.4%	-0.8%	-1.4%	15.1%	7.8%[57.1 µM]	3.3%	-6.1%[57.1 µM]	-14.6%	3.8%
CC1(C)CC(=O)C2=C(C1)OC(N)=C(C#N)C21C(=O)N(CN2CCOCC2)c2ccccc21 (stereo not given)	0.0%	-2.4%	-10.5%	3.4%	-3.6%	2.1%	-3.2%	2.4%	17.2%
O=c1oc2cc(O)ccc2s1	11.7%	-13.7%	u	-18.2%	2.9%	-0.4%	41.4%[activator]	-11.0%	32.0%
CCc1ccc2[nH]c(=O)c(CN(Cc3ccco3)S(=O)(=O)c3ccc4c(c3)OCCO4)cc2c1	-10.0%	2.4%	-21.4%	-15.4%	6.3%	7.0%	2.1%	-11.4%	7.6%
CC1C(=O)CC(c2ccc([N+](=O)[O-])cc2)NC1c1ccc([N+](=O)[O-])cc1 (stereo not given)	0.0%	-8.2%	3.7%	-0.1%	1.8%[57.1 µM]	-0.8%	22.5%[57.1 µM]	-13.8%	7.5%
O=C(Cc1ccc(S(=O)(=O)N2CCOCC2)s1)NCCC(c1ccccc1)c1ccccc1	-3.6%	-0.7%	4.4%	8.4%	0.1%	0.5%	2.5%	-13.3%	1.9%
Cc1ccc(OCc2nc3ccccc3n2CCOc2ccc(Cl)cc2)cc1	-17.1%	-0.6%	2.0%	0.8%	-5.9%	0.7%	0.4%	-19.4%	4.6%
CCN(CC)C(=O)CC(c1ccc2c(c1)OCO2)c1c(OC)cc(OC)c2c(-c3ccccc3)cc(=O)oc12 (stereo not given)	u	0.0%&-3.7%	2.2%	8.1%&5.5%	19.0%	0.0%	28.9%	u	-13.3%
CC(C)NC(=O)COc1nncc2ccccc12	-16.4%	1.4%	17.8%	6.4%	10.1%[57.1 µM]	-0.8%	15.7%[57.1 µM]	-17.9%	0.0%
COc1ccc(-c2cc(C(=O)N3CC4(C)CC3CC(C)(C)C4)no2)cc1OC (stereo not given)	8.9%	-7.9%	-22.8%	3.2%	-4.5%	0.5%	-30.5%	-26.2%	5.5%
COc1ccc(S(=O)(=O)c2c(Nc3ccc(F)cc3)sc(C(=O)c3ccc(C)cc3C)c2N)cc1	-13.5%	1.1%	-5.3%	-53.1%	-2.6%[57.1 µM]	-0.7%	12.0%[57.1 µM]	1.1%	-11.7%
Cc1ccc(NC(=O)CN2CCCC2c2cccs2)cc1S(=O)(=O)N1CCCCC1 (stereo not given)	7.4%	0.5%	-0.2%	-8.3%	-3.9%	1.3%	14.2%	-11.7%	-8.5%
CCOC(=O)N1CCN(c2nc(-c3ccccc3)c3cc(C)ccc3n2)CC1	-0.9%	2.2%	-4.3%	0.3%	18.4%	2.4%	0.6%	-8.8%	-16.8%
Cc1ccc(-c2c(CN3CCN(c4cccc(C)c4C)CC3)csc2C)cc1	u	0.8%	-5.3%	6.6%	0.9%	2.3%	-0.2%	-0.1%	11.3%
COc1ccccc1N1CCN(C(=O)c2ccc(S(=O)(=O)N3CCCC3)cc2)CC1	0.8%	-15.9%	-6.6%	-9.5%	-5.0%	-0.4%	-2.9%	-15.1%	4.1%
Cc1ccc(C(=O)NCc2ccc(Cl)cc2)o1	0.0%	-3.2%	-6.1%	-15.2%	8.0%	2.0%	7.7%	-10.1%	-3.6%
COc1cc([N+](=O)[O-])cc(/C=N/NC(=O)C(C)Nc2ccccc2C)c1O (stereo not given)	-28.9%	-6.2%	-0.7%	-24.6%	-18.5%	1.5%	-21.7%	-9.9%	-0.1%
O=C(N1CCOCC1)C12CCC3CC(CC(C3)C1)C2	13.5%	0.4%	2.4%	7.8%	3.0%[57.1 µM]	4.6%	12.0%[57.1 µM]	-1.1%	-1.1%
COc1ccc(C/C(C)=N/NC(=S)Nc2ccccc2)cc1	u	-0.6%	u	-11.7%	-0.2%	-0.7%	-14.0%	-16.6%	-3.4%
CCc1ccc(OS(=O)(=O)c2cn(C)c(=O)n(C)c2=O)cc1	245.0%[activator]	-3.3%	-3.1%	-4.3%	11.7%	6.3%	5.5%[57.1 µM]	-18.4%	6.7%
O=c1c(C(c2ccc(Br)cc2)c2c(O)nc3n(c2=O)CCS3)c(O)nc2n1CCS2	u	-4.7%	19.8%	-40.7%	3.8%	16.5%	1.58µM*	-19.0%	-0.7%
CCCCC(CCC(=O)Nc1nccs1)C(=O)O (stereo not given)	0.0%	-0.3%	3.5%	4.9%	-2.3%	2.9%	-3.0%	-11.1%	7.0%
